Screens as filed in PubChem BioAssay.
KLF5 inh – inhibitors of KLF5 expression; AID 1700; inhibition, % at 5 µM; 0.23% of 290,000 active; DLD-1 KLF5 promoter-luciferase reporter, luminescence;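 active = inhibition above a per-plate limit of that plate's mean compound inhibition plus 3 SD, cut at about 60% in these data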;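 also: 0% = DMSO wells and 100% = LY294002 at 200 µM; higher means less KLF5 promoter-driven luciferase light; inactives centre near -14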
aSyn 5UTR inh – 5' untranslated region of α-synuclein, MLPCN primary screen; alpha-synuclein 5'UTR reporter, inhibitor activity; inhibition, % (tested at 7.5 µM); 0.82% of 300,000 active; AID 1813; in the data active = inhibition above about 60%; inconclusive = no clear call, values can overlap the other calls;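 also: H4 neuroglioblastoma cells stably carrying SNCA 5'UTR luciferase fusion; 0% = DMSO wells and 100% = positive control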
IEC-6 cytotox – kills IEC-6 intestinal cells in KLF5 counter-screen; 0.78% of 290,000 active; inhibition, % at 5 µM; IEC-6 cytotoxicity, luminescence viability; in the data active = inhibition above about 22%;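 also: 0% = plate median of test compound wells and 100% = cytotoxic reference compound wells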
Platelet DG rel – modulates dense granule release in human platelets. inhibition, %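 (compounds screened at 7.5 µM in platelet-rich plasma)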. 0.22% of 300,000 active. human platelet-rich plasma, SFLLRN dense granule ATP release, luminescence;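 active = mean replicate score, as percent of positive control, at or above 50; inconclusive = mean below 50 but at least one replicate at or above 50; inactive = mean and every replicate below 50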
HSP90 inh – HSP90 refolding inhibition in rabbit reticulocyte lysate; luciferase refolding luminescence, 3 h; inhibition, % at 5.6 µM; 0.91% of 290,000 active; AID 1789;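 active = inhibition above the screen-wide mean plus 3 SD, computed separately per campaign, cut at about 16% in these data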;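 also: 0% = DMSO wells and 100% = 60 µM geldanamycin wells; inhibitors lower the luminescence because luciferase stays unfolded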
AI-2 QS mod – modulates the Vibrio harveyi AI-2 quorum sensing system | Vibrio harveyi JMH597 AI-2 luminescence/OD600 ratio, 9 h; hits give low values; strain lacks LuxN and CqsS sensors; 0 = neutral-control median | activity change, % at 7.5 µM | 0.4% of 300,000 active | AID 2094; in the data active = activity change below about -75%, passing the limit was not always enough; inconclusive = no clear call, values can overlap the other calls;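 also: luminescence divided by OD600 gain over 9 h not by final OD600 alone; inactives centre near 13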
HSF1 inhib – HSF1 inhibition; NIH3T3-HGL HSE-luciferase, MG132-induced, luminescence 8 h; hits give low values; activity change, negative = inhibition, % at 7.5 µM (by protocol); 0.77% of 300,000 active; AID 2098;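 active = more than half of replicate wells show activity change below -50%, luminescence cut by over half; inconclusive = some wells, but at most half, below -50%; inactive = no replicate well below -50%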;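 also: luciferase reports HSF-1 transcriptional activity via heat shock element; 0% = median of DMSO wells and -100% = zero luminescence signal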
HDAC3 inh – inhibitors of human histone deacetylase 3; recombinant HDAC3, fluorogenic peptide/trypsin coupled, fluorescence; inhibition, % at 8.3 µM; 0.15% of 320,000 active; in the data active = inhibition above about 26%, passing the limit was not always enough; inconclusive = no clear call, values can overlap the other calls
Target sequence (O15379 whole entry, looked up): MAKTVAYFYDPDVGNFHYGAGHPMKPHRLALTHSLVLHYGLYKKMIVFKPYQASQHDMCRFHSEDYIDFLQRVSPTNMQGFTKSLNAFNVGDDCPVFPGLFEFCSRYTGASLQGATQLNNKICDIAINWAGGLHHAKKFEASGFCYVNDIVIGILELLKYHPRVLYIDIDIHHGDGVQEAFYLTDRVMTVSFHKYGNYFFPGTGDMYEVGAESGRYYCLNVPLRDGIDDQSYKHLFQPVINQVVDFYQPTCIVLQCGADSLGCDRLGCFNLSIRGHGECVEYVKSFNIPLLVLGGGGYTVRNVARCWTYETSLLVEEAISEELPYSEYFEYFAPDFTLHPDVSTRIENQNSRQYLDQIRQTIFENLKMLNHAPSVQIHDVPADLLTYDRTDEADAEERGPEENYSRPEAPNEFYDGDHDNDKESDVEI
HSF1 activator – increases HSF-1 driven luciferase reporter signal; activation, % at 9 µM; NIH3T3-HGL HSF-1 luciferase reporter, MG132, 8 h; 100% = twice DMSO control signal; 1.7% of 300,000 active;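 active = mean replicate activation of at least 50% with a set share of replicates each reaching 50%; inconclusive = only one of those two conditions met; inactive = mean below 50% and too few replicates reaching it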;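 also: 0% = median of the neutral control wells and 100% = twice that signal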
HIF activator – HIF pathway transcriptional activation; U2OS HRE-luciferase reporter, luminescence; normalized: DMSO 0%, desferrioxamine 100%; activation, % at 7.5 µM (by protocol); 0.32% of 300,000 active; AID 1910;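 active = mean activation of at least 10% of the iron chelator positive control signal, with at least half of replicates also reaching 10%; inconclusive = mean and replicate majority disagree about reaching 10%; inactive = mean and most replicates under 10%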
* hit, by the source's call; ? = inconclusive; · = no result given.

SMILES	KLF5 inh	aSyn 5UTR inh	IEC-6 cytotox	Platelet DG rel	HSP90 inh	AI-2 QS mod	HSF1 inhib	HDAC3 inh	HSF1 activator	HIF activator
CC(=O)C1=C(O)C(=O)N(Cc2ccccc2)C1c1ccccc1F (centres undefined)	-5	3	-4	-13	-2	5	1	-3	5	-0.9
Nc1ccccc1NC(=O)NC(=O)c1ccccc1	-167	-169	4	-1	3	2	19	41*	12	4.7
Cn1c(=O)n(C)c2cc([N+](=O)[O-])c(N3CCN(S(=O)(=O)c4ccc5ccccc5c4)CC3)cc21	15	28	3	-11	-1	16	-7	-1	-1	-1.2
c1coc(C2=Nc3cccc4cccc(c34)N2)c1	-24	-10	-7	4	0	16	-2	-15	6	-0.6
Cc1ccc(C)c(N2CN(Cc3cccnc3)CNC2=S)c1	16	-18	-4	-28	1	19	-4	0	-1	0.0
COC(=O)c1ccc(CSc2nnc(NC(=O)C3CC(=O)N(c4ccc5c(c4)OCCO5)C3)s2)cc1 (centres undefined)	-12	14	2	-5	0	20	-3	1	-19	-2.1
COc1ccc(OCC(=O)NNC(=O)c2cccc(C)c2)cc1	8	15	-1	-5	-3	2	2	1	-6	-0.3
CC(=O)Nc1ccc(NC(=O)CSc2nnc(NC(=O)c3ccco3)s2)cc1	-35	-1	-11	12	-5	13	-5	9	-4	-0.6
Cc1ccc(SCC(=O)OCC(=O)N(CC(C)C)c2c(N)n(Cc3ccccc3)c(=O)[nH]c2=O)cc1C	·	3	·	-19	·	35	6	-7	29	-0.3
Cc1cccn2c(=O)c3cc(C(=O)NC4CCCCCC4)sc3nc12	-16	-8	3	-3	-3	17	2	0	25	-0.1
CC(C)(O)C#Cc1ccc(C(=O)Nc2ccc3c(c2)OCO3)s1	-137	-143	2	14	-4	4	41	6	60*	4.7
O=C(c1ccc(Cl)c(Cl)c1)N1CCC(=O)N(C(COCc2ccc(Cl)cc2)Cc2ccccc2)CC1 (centres undefined)	-11	16	1	2	-1	33	13	7	20	-2.0
NS(=O)(=O)c1ccc(N2N=C(c3ccc(Br)cc3)CC2c2ccc(F)cc2)cc1 (centres undefined)	-22	32	4	-3	0	39	-3	-7	4	-0.2
COc1ccc(C(=O)N(Cc2ccco2)Cc2cc3cc(C)ccc3[nH]c2=O)cc1OC	-29	29	-3	-7	1	15	-2	4	13	-0.4
COc1ccccc1C(c1nnnn1CS(=O)(=O)c1ccc(C)cc1)N1CCSCC1 (centres undefined)	-3	5	2	2	4	-4	-8	-2	-22	-0.2
Cn1c(=O)c2cc(S(=O)(=O)Nc3cc(C(=O)O)cc(C(=O)O)c3)ccc2n(C)c1=O	-30	-18	-8	-3	-2	34	-3	-3	-16	-0.4
O=C1[C@@H]2C(Cc3ccc(O)cc3)NC3(C(=O)Nc4ccc(F)cc43)[C@@H]2C(=O)N1c1ccc(F)cc1 (some centres undefined)	-3	-6	2	0	2	32	-2	-1	11	0.3
Fc1cnc(N2CCOCC2)nc1N1CCOCC1	-9	23	0	1	2	2	-2	2	2	-0.3
O=C(NCc1ccncc1)c1c(F)c(F)c(F)c(F)c1F	12	-14	6	14	1	16	-10	1	-3	-0.5
Cc1ccc(NC(=O)C23CCC(C)(C(=O)[C@H]2Br)C3(C)C)cc1 (some centres undefined)	-2	12	-5	-2	-2	16	-7	?	-24	-0.4
CC(=O)Nc1ccc(N2C(=O)CSC2c2ccc(F)cc2)cc1 (centres undefined)	-13	-12	-7	-3	4	26	-3	2	-2	-0.2
O=C(NNc1ncnc2c1cnn2-c1ccccc1)c1ccco1	-35	-16	-5	29	-3	7	-1	-5	13	1.1
C=CCn1c(=S)sc2c(=O)[nH]cnc21	-5	6	6	8	2	55	-6	6	2	0.4
O=C(Cn1nnc(-c2ccccc2)n1)NNC(=O)c1ccc(Br)cc1	-16	-25	5	3	-5	10	-5	0	11	-0.1
O=C(COC(=O)c1n[nH]c2ccccc12)Nc1ccc([N+](=O)[O-])cc1	-2	-9	6	0	8	-29	-9	8	11	0.3
CN1CCCC(OC(=O)COc2ccccc2)C1 (centres undefined)	3	3	7	-10	2	9	-8	1	-9	-0.4
Cn1c(=O)n(C/C=C/c2ccccc2)c(=O)c2c1nc1n2CCCN1Cc1ccccc1	-5	23	-5	8	5	21	7	-4	4	0.0
CC(Oc1ccc(Cl)cc1Cl)C(=O)Nc1ccc(S(=O)(=O)Nc2cnc3ccccc3n2)cc1 (centres undefined)	-40	17	0	-2	-8	51	5	-6	7	0.1
CCOC(=O)N1CCC(N(CCCOC)C(=O)Nc2ccc(CC)cc2)CC1	-1	18	8	-1	4	13	-20	-5	-21	-0.8
COc1cc(C)c(Br)cc1S(=O)(=O)NCc1ccccc1	4	23	-1	7	-1	14	-9	1	-9	·
CC(C)(C)[C@H]1CCC(=O)N([C@H](CN=[N+]=[N-])Cc2ccccc2)CC1	-14	-2	-10	3	1	11	2	9	0	-0.1
NC(=O)C1CCN(S(=O)(=O)Cc2ccccc2Cl)CC1	-18	12	3	2	1	0	-8	2	-11	-0.3
CN(C)/C=C(\C#N)C(=O)Nc1ccc(F)c(Cl)c1	-42	-143	5	-2	-6	1	0	-8	24	2.9
COc1ccc(CN2CCC(N3CC(C)OC(C)C3)CC2)c(OC)c1OC (centres undefined)	-22	-7	-6	-5	13	·	4	-2	-2	-23
CC(C)Oc1ccc(C(=O)NCc2cccnc2)cc1	-12	-29	7	0	4	24	-1	10	1	-0.1
CC(C)(C)NC(=O)NC(=O)COC(=O)CNS(=O)(=O)c1ccc(Br)cc1Cl	-32	13	6	3	2	12	6	0	20	-0.3
CCn1c(SCCC(=O)Nc2ccccc2)nnc1-c1ccc(OC)cc1	2	-8	2	5	1	22	-9	0	5	0.3
Cc1nnc(SCC(=O)Nc2c(C)n(C)n(-c3ccccc3)c2=O)n1Cc1ccccc1	7	14	9	0	3	-1	0	2	-3	0.0
Cc1cccc2sc(NC(=O)C3=NN(c4ccccc4)C(=O)CC3)nc12	6	-17	1	4	-2	10	2	2	6	0.0
C/C(CC(=O)Nc1cc(C)ccn1)=N\NC(=O)C(=O)NC(C)C	1	0	-1	1	-5	35	-5	-4	-3	-0.1
CCOc1ccc(N(Cc2ccc(C(=O)O)cc2)S(=O)(=O)c2ccc(C)cc2)cc1	0	7	1	-2	-6	15	3	?	8	0.8
CCOc1cccc2sc(N(CCCN(C)C)C(=O)c3ccc(S(=O)(=O)N(C)Cc4ccccc4)cc3)nc12	-22	?	1	12	7	-6	6	·	-5	-0.9
Cc1ccc(S(=O)(=O)Cc2ccc([N+](=O)[O-])cc2)cc1	0	6	0	-2	0	10	23	-5	20	1.4
O=C(NCC1CCCO1)c1ccc(-c2cccc(C(F)(F)F)c2)o1 (centres undefined)	-42	7	-5	-4	-4	2	-3	6	10	0.2
CCOc1ccc(C2C([N+](=O)[O-])=C(C)N(C)C(=O)N2C)cc1OC (centres undefined)	-18	-16	-12	5	-3	11	3	8	-7	-0.3
Cc1cn2nc(N)c3ccccc3c2n1	3	·	9	·	-2	·	·	-3	·	·
COc1ccc(C(=O)O/N=C(\N)c2ccccn2)cc1	13	?	18	34	80*	16	-75*	0	-78	-5.7
CCCCN(CC)S(=O)(=O)c1ccc(C(=O)Nc2nnc(CSC)o2)cc1	46	8	46*	3	-5	53	-17	3	-30	-0.3
Cc1ccc(-n2nc3c(c2NC(=O)c2ccc4c(c2)OCO4)CS(=O)(=O)C3)cc1C	-44	-12	-7	-9	-4	20	-7	3	5	0.0
COc1ccccc1N1CCN(C(=O)c2ccc(COc3cccc4c3OC(C)(C)C4)cc2)CC1	·	-2	·	-13	·	49	3	14	2	0.2

3 compounds out of the list, sorted by molar mass, descending.
SMILES	KLF5 inh	aSyn 5UTR inh	IEC-6 cytotox	Platelet DG rel	HSP90 inh	AI-2 QS mod	HSF1 inhib	HDAC3 inh	HSF1 activator	HIF activator
COc1ccccc1N1CCN(C(=O)c2ccc(COc3cccc4c3OC(C)(C)C4)cc2)CC1	·	-2	·	-13	·	49	3	14	2	0.2
CCCCN(CC)S(=O)(=O)c1ccc(C(=O)Nc2nnc(CSC)o2)cc1	46	8	46*	3	-5	53	-17	3	-30	-0.3
CCOc1ccc(C2C([N+](=O)[O-])=C(C)N(C)C(=O)N2C)cc1OC (centres undefined)	-18	-16	-12	5	-3	11	3	8	-7	-0.3

(listing goes on)
SMILES	KLF5 inh	aSyn 5UTR inh	IEC-6 cytotox	Platelet DG rel	HSP90 inh	AI-2 QS mod	HSF1 inhib	HDAC3 inh	HSF1 activator	HIF activator
O=C(CSc1nc2ccccc2[nH]1)Nc1c(F)c(F)c(F)c(F)c1F	20	5	-3	9	-2	29	7	12	1	0.1
CN(CC(=O)Nn1cnnc1)S(=O)(=O)c1ccc(Br)cc1	-27	13	-2	13	1	23	2	-6	2	-0.3
CCN(c1ccccc1)S(=O)(=O)c1ccc(C(=O)NCC(c2cccs2)N(C)C)cc1 (centres undefined)	3	-25	-4	8	-3	10	-3	-10	-2	-0.7
COc1ccccc1OCC(=O)Nc1cccc(S(=O)(=O)NC2=NCCCCC2)c1	·	10	·	10	·	15	2	·	-5	-0.1
Fc1cc(Cl)ccc1NC1=NCCCCC1	-11	15	-5	-2	4	5	-35	-14	-45	-5.0
Cc1cc(NC(=O)C2CC(=O)N(c3cccc(Cl)c3)C2)no1 (centres undefined)	-13	-4	-4	-6	2	-8	2	-1	2	0.1

Among those listed so far, these have a Cl atom.
SMILES	KLF5 inh	aSyn 5UTR inh	IEC-6 cytotox	Platelet DG rel	HSP90 inh	AI-2 QS mod	HSF1 inhib	HDAC3 inh	HSF1 activator	HIF activator
O=C(c1ccc(Cl)c(Cl)c1)N1CCC(=O)N(C(COCc2ccc(Cl)cc2)Cc2ccccc2)CC1 (centres undefined)	-11	16	1	2	-1	33	13	7	20	-2.0
CC(Oc1ccc(Cl)cc1Cl)C(=O)Nc1ccc(S(=O)(=O)Nc2cnc3ccccc3n2)cc1 (centres undefined)	-40	17	0	-2	-8	51	5	-6	7	0.1
NC(=O)C1CCN(S(=O)(=O)Cc2ccccc2Cl)CC1	-18	12	3	2	1	0	-8	2	-11	-0.3
CN(C)/C=C(\C#N)C(=O)Nc1ccc(F)c(Cl)c1	-42	-143	5	-2	-6	1	0	-8	24	2.9
CC(C)(C)NC(=O)NC(=O)COC(=O)CNS(=O)(=O)c1ccc(Br)cc1Cl	-32	13	6	3	2	12	6	0	20	-0.3
Fc1cc(Cl)ccc1NC1=NCCCCC1	-11	15	-5	-2	4	5	-35	-14	-45	-5.0
Cc1cc(NC(=O)C2CC(=O)N(c3cccc(Cl)c3)C2)no1 (centres undefined)	-13	-4	-4	-6	2	-8	2	-1	2	0.1
